p97 inhibitor: blocks human p97 ATPase activity. recombinant p97 ATPase, Kinase-Glo ATP luminescence, 3 h. AID 1481. actives 0.42% (n = 220,000). inhibition, % at 8 µM; in the data active = inhibition above about 15%;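 note: 0% = DMSO vehicle and 100% = wells lacking enzyme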
Target sequence (P55072 whole entry, looked up): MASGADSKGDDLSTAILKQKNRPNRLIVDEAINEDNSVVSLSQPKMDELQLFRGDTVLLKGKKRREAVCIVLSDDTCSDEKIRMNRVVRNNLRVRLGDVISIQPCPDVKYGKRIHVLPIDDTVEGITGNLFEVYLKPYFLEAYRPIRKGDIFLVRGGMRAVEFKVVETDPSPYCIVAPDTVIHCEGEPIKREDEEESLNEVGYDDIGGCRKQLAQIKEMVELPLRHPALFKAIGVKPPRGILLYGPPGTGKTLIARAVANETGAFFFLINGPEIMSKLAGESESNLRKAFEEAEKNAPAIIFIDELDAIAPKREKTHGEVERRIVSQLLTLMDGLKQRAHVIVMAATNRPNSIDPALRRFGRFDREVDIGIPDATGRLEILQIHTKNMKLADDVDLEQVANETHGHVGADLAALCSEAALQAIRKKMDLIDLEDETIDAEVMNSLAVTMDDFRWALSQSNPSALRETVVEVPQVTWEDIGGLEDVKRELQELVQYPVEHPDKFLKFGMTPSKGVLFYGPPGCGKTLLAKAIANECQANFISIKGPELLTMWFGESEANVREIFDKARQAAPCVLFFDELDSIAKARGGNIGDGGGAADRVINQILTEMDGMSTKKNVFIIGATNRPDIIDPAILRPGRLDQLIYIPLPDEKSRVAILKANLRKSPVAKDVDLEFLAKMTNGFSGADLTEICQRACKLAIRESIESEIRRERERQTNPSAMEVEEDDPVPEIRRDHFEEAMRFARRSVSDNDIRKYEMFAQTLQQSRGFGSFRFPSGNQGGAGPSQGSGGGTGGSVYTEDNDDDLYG
FXIIa inh 1536: factor XIIa (human) inhibition; purified FXIIa, Boc-QGR-AMC fluorogenic substrate, 2 h; P00748; AID 800; inhibition, % at 5 µM; actives 0.3% (n = 220,000); in the data active = inhibition above about 40%;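 note: 0% = enzyme with no compound and 100% = blank without enzyme; many of its hits are not listed in these tables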
FXIa inh: inhibitors of human coagulation factor XIa; P03951; purified FXIa, Boc-Glu-Ala-Arg-AMC fluorogenic substrate; inhibition, % at 5 µM; actives 0.14% (n = 220,000);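 active = inhibition of at least 40%; inactive = inhibition below 40%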;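 note: fluorescence of freed AMC excited at 355 nm; 0% = enzyme without compound and 100% = no enzyme blank; many of its hits are not listed in these tables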
eIF4E-4G inh: eIF4E/eIF4G interaction inhibition in translation initiation; actives 0.37% (n = 220,000); P63073+Q04637; inhibition, % at 21.7 µM; AID 782; TR-FRET eIF4E-eIF4GI(517-606) binding, 2 h;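 active = inhibition above about 30%, limit read from the data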;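 note: 0% = full FRET control wells and 100% = background wells lacking eIF4GI fragment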
Mdm2 ligase inh: blocks human Mdm2 ubiquitin ligase activity | AID 1230 | cell-based MDM2 ubiquitination luciferase reporter, 2 h; 0 = plate control, 100 = twice control, blank-subtracted | actives 0.11% (n = 210,000) | Q00987 | signal enhancement, % at 5 µM;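 active = signal enhancement of 30% or more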;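 note: luminescence tracks abundance of the self-degrading MDM2-luciferase fusion protein; higher signal means inhibition of MDM2 E3 ligase activity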
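Assay system: mammalian cells stably expressing self-ubiquitinating, self-degrading MDM2 E3–luciferase fusion. Quantity: 2000 cells in each well. Medium: DMEM culture medium. Compound dosing: single-point 5 µM. Timing: cell settling 4 h, compound treatment 2 h, both 37 °C. Technique: luciferase luminescence. Read-out basis: percent signal gain over controls, blank-subtracted. Benchmarks: plate controls and plate blanks.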
Wee1 degr inh: blocks degradation of human Wee1 kinase; AID 1321; actives 1.2% (n = 220,000); reporter increase, % at 5 µM; HeLa Luc-Wee1K328M stability, luciferase luminescence; 100% = proteasome inhibitor MG132 effect; P30291;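 active = activation above the mean of all tested compounds plus 3 SD, set per screening run, cut at about 8.8% in these data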;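 note: cells exposed to compound for 20 h before luminescence read; 0% = DMSO alone and 100% = MG132 at 30 µM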
Rad51 HR inh: blocks human Rad51 in homologous recombination. inhibition, % at 10 µM. AID 1385. hRad51 DNA strand exchange, fluorescence dequenching. actives 0.085% (n = 200,000);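 active = inhibition above 40% at the single screening dose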;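 note: 0% = DMSO control wells and 100% = blanks with heterologous ssDNA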
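material = hRad51 filaments on single-stranded DNA | reagent = Donor/quencher-labelled 47-bp dsDNA substrate | compound = 10 µM final, single point | schedule = strand-exchange reaction 15 min at room temperature | measured by = fluorescein emission 520 nm, excitation 485 nm | read-out basis = % inhibition versus plate control and blank means | benchmarks = plate controls and plate blanks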
14-3-3 Bad PPI: disrupts binding of bovine 14-3-3 zeta to phospho-Bad peptide; P63103; TR-FRET 14-3-3zeta/Dy647-pBad peptide displacement, 1 h; inhibition, % at 21.7 µM; actives 0.71% (n = 220,000);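 active = inhibition above about 70%, limit read from the data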;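 note: 0% = full 14-3-3 plus peptide FRET controls and 100% = background without 14-3-3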
KLK5 inh: inhibitors of human kallikrein 5 | inhibition, % at 5 µM | actives 0.59% (n = 210,000) | AID 873 | recombinant hK5, fluorogenic AMC substrate cleavage;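 active = inhibition of 40% or more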;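 note: 0% = enzyme controls without compound and 100% = no-enzyme blanks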
Target sequence (Q9Y337 67-293 limits assumed): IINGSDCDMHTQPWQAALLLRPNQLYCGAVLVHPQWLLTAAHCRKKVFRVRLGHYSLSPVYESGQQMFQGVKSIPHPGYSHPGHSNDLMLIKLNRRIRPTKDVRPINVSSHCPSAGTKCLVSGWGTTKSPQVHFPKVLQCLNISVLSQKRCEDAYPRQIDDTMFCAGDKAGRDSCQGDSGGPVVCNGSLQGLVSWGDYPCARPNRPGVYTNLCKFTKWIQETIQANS
An asterisk follows results filed as active; x = no result given; [ ] = another dose, or the depositor's remark. Outcome played no part in choosing rows; about 3.5% have a hit in one of these screens.

entry	molecule	FXIa inh	FXIIa inh 1536	KLK5 inh	Wee1 degr inh	p97 inhibitor	Rad51 HR inh	14-3-3 Bad PPI	Mdm2 ligase inh	eIF4E-4G inh
1	Cc1ncc(S(=O)(=O)c2ccc(Cl)cc2)c(-c2ccccc2)n1	0	14	0	7	-4	2	3	-9	2
2	COCCCNC(=O)CC(NS(=O)(=O)c1ccc(Cl)cc1)c1ccc(OC)cc1 (stereo not drawn)	5	6	-9	0	1	2	-15	-6	-8
3	COCCN(Cc1cc2cccc(C)c2[nH]c1=O)C(=O)c1ccccc1	-25	-17	-12	2	-2	-6	-5	-20	9
4	COc1ccc(/C=C/C(=O)O/N=C(\N)c2cccnc2)cc1OC	3	7	8	1	9	-1	15	x	-3
5	Cc1ccc(OCc2ccc(C(=O)NCc3cccnc3)cc2)cc1C	0	x	3	0	-2	-3	-5	-2	-1
6	O=c1ccnc(NCCc2ccccc2)[nH]1	14	25	-19	2	0	3	1	-16	6
7	CC(NC(=O)c1cc(Br)ccc1Cl)c1ccccc1 (stereo not drawn)	8	14	10	4	0	9	0	-21	-2
8	CSCCC(/C(O)=C(\C#N)c1nc2ccccc2[nH]1)N1C(=O)c2ccccc2C1=O (stereo not drawn)	2	13	-14	-4	5	-2	11	-16	-1
9	Cc1cc(C)c(NC(=O)CSc2nnc(-c3ccncc3)n2Cc2ccco2)c(Cl)c1	-3	12	-13	0	1	-1	-9	-3	-1
10	Cc1c(Br)c([N+](=O)[O-])nn1C(C)C(=O)Nc1c(C)n(C)n(-c2ccccc2)c1=O (stereo not drawn)	-4	-4	-6	1	-4	1	-19	-14	-1
11	NC(=S)N/N=C1\CC(c2ccc3c(c2)OCCCO3)Oc2ccc(F)cc21 (stereo not drawn)	1	-1	-1	-2	9	-18	0	-6	5
12	CN(C)CCNc1nc2sc3c(c2c(=O)n1-c1ccccc1)CCCCC3	3	6	4	2	4	10	-7	-11	79*
13	O=C(NC1CC2CCC(C1)N2Cc1nnnn1Cc1ccco1)NC12CC3CC(CC(C3)C1)C2 (stereo not drawn)	-7	3	10	-2	7	4	2	-6	-2
14	NNC(=O)COc1ncn(-c2ccccc2)n1	4	19	-4	3	-3	9	0[fluorescence artefact?]	0	-9[fluorescence artefact?]
15	Fc1ccc2[nH]c3c(N4CCSCC4)ncnc3c2c1	9	20	-9	0	4	-9	-2	-17	8
16	COc1ccc(NC(=O)COC(=O)[C@@H]2CCCN2C(=O)c2cccs2)c(OC)c1	-4	8	-6	0	-1	-8	1[fluorescence artefact?]	x	-1
17	O=C(OCCNC(=O)c1cc2ccccc2oc1=O)c1cccnc1	-1	12	3	-2	0	-9	14	-12	14
18	CCCOc1ccc(N2C(=O)CC(N3CCN(S(=O)(=O)c4ccccc4)CC3)C2=O)cc1 (stereo not drawn)	-8	-5	-21	-1	3	-2	-6	-9	3
19	Cn1c(=O)c2c(ncn2CC(COCc2ccccc2)OCc2ccccc2)n(C)c1=O (stereo not drawn)	8	-1	0	4	-5	15	4	-17	2
20	O=C(Nc1nnc(-c2ccc(Cl)cc2)o1)c1ccccc1Br	-3	6	-14	1	-8	-5	0	108*	-5
21	O=C(Cc1cccs1)NCc1cccnc1	6	5	3	-1	-2	2	-19	-6	0
22	CCOC(=O)c1cc(-c2cc(OC)c(OC)c(OC)c2)nc2c1c(=O)[nH]c(=O)n2Cc1ccccc1	-4	4	0	3	-2	-1	-1	1	1
23	COCCn1c(C)cc(C(=O)CSc2nc3ccccc3s2)c1C	8	3	-11	0	0	9	-1[fluorescence artefact?]	-62	1
24	COc1ccc(N2C(=O)C3CCCN3C2c2ccc(C)o2)cc1 (stereo not drawn)	-3	2	7	0	3	-3	-10	-12	-2
25	CC1CN(c2nc(-c3ccccc3)nnc2-c2ccccc2)CC(C)O1 (stereo not drawn)	-3	16	0	-2	-7	0	7	-13	4

Compounds above containing a thiophene ring, fused or not:
entry	molecule	FXIa inh	FXIIa inh 1536	KLK5 inh	Wee1 degr inh	p97 inhibitor	Rad51 HR inh	14-3-3 Bad PPI	Mdm2 ligase inh	eIF4E-4G inh
12	CN(C)CCNc1nc2sc3c(c2c(=O)n1-c1ccccc1)CCCCC3	3	6	4	2	4	10	-7	-11	79*
16	COc1ccc(NC(=O)COC(=O)[C@@H]2CCCN2C(=O)c2cccs2)c(OC)c1	-4	8	-6	0	-1	-8	1[fluorescence artefact?]	x	-1
21	O=C(Cc1cccs1)NCc1cccnc1	6	5	3	-1	-2	2	-19	-6	0

(further entries)
entry	molecule	FXIa inh	FXIIa inh 1536	KLK5 inh	Wee1 degr inh	p97 inhibitor	Rad51 HR inh	14-3-3 Bad PPI	Mdm2 ligase inh	eIF4E-4G inh
26	CCOc1ccc(C(=O)Nc2ccccc2C(=O)O)cc1	-1	7	0	-1	5	3	3	-50	-2
27	COCCNC(=O)CS(=O)Cc1nc(-c2ccccc2C)oc1C (stereo not drawn)	16	5	4	2	6	3	3[fluorescence artefact?]	-10	1[fluorescence artefact?]
28	NC(=O)N1OCC2COc3ccc4ccccc4c3C21 (stereo not drawn)	1	14	-5	-2	-2	-1	-5	-8	-3
29	O=C(Cn1cncn1)N1CCN(c2ccc(F)cc2)CC1	0	12	x	-1	0	x	-9	-8	0
30	O=C(CCN1CCCCC1)c1ccc2c(c1)OCCO2	2	14	6	7	-1	5	-8	-14	-4
31	COC(=O)c1ccc(CSc2ccc3nnc(-c4ccccn4)n3n2)o1	-6	5	-20	-1	1	2	-2	-5	6
32	CC(C)Oc1ccc(C(CC(=O)O)c2ccc(F)cc2)cc1 (stereo not drawn)	-3	-1	-3	-2	4	12	3	x	-2
33	O=C1[C@@H]2C(c3cccnc3)=NO[C@@H]2C(=O)N1c1ccc(Br)cc1	5	3	7	0	3	-14	1	-6	2
34	CN(C)/C=N/NC(=O)c1ccccc1	-4	5	-4	0	7	-4	-3	15	0
35	CCCc1ccc(C(=O)Cn2nc(C(=O)O)c3ccccc3c2=O)cc1	4	11	0	11*	3	-1	2	-12	-2
36	CCOc1ccc(/C=N/NC(=O)C(C)N(c2ccc(OC)cc2)S(C)(=O)=O)cc1 (stereo not drawn)	8	13	-21	0	4	-1	9	-5	5
37	O=c1cc(-c2ccc(Cl)cc2)[nH]c2ccccc12	5	9	1	0	12	-13	4	-12	3
38	Cc1cccc(Oc2nc(-c3ccccn3)nc3ccccc23)c1	6	16	-4	-2	-2	15	2	-9	2
39	CCn1c(NC(=O)c2ccccc2)c(-c2cccs2)c(=O)c2ccccc21	3	8	25	-1	3	4	-15	-8	1
40	O=c1c2ccccc2nc(-c2ccccc2)n1/N=C/c1ccc([N+](=O)[O-])cc1	-5	4	16	-1	-2	-2	11	-17	-2
41	O=C(CSc1nnc(-c2ccc(O)cc2)n1Cc1ccccc1)NNC(=O)c1ccc(Br)cc1	-2	6	-12	0	13	-1	-20	-3	-7[fluorescence artefact?]
42	COc1ccc(CNC(=O)OCCN2CCN(Cc3ccccc3)CCC2=O)cc1	7	21	-9	-1	4	-2	-4	x	-3
43	CCCC(C)NC(=O)c1ccccc1SC (stereo not drawn)	-1	4	11	3	7	16	-3	-4	1
44	NC(=NC(=O)c1cccc(C(F)(F)F)c1)c1ccc(C(F)(F)F)cn1	1	26	21	-1	-4	-14	8	-18	2
45	O=c1[nH]c(CN2CCN(C/C=C/c3ccccc3)CC2)nc2cc(Cl)ccc12	-2	11	-8	0	-5	-5	14	-18	-5
46	COc1cc(CNC2CCCCCCC2)cc(Br)c1OCC#N	4	16	-10	-2	3	4	-4[fluorescence artefact?]	-23	-1
47	O=C(CCCN1C(=O)/C(=C\c2ccccc2)SC1=S)Nc1ccccc1O	3	7	3	-2	6	x	-7	-4	-9
48	CC(C)(C)c1ccc(C2(C)NC(=O)N(CC(=O)Nc3ccc4c(c3)OCO4)C2=O)cc1 (stereo not drawn)	0	8	-5	14*	0	7	-9	-13	-7
49	Cc1ccc(NC(=O)CSc2nnc(-c3ccc(S(=O)(=O)N4CCOCC4)cc3)n2C)cc1	-5	-6	2	1	1	-4	3[fluorescence artefact?]	0	-1[fluorescence artefact?]
50	COc1ccc2nc(NC(=O)CSC3=NCCS3)sc2c1	3	24	-5	0	10	12	-7	-13	-1
51	COc1ccc(OC)c(NC(=O)C(=O)/C=C(\O)c2cc(OC)ccc2OC)c1	6	14	-12	-2	-2	-3	4	-30	-8
52	NC(=O)NC(=O)COC(=O)/C=C/c1cccs1	-6	0	2	4	5	5	-3	-14	-6
53	Cc1ccc(C)c2[nH]c(=O)c(CCNC(=O)c3cccs3)cc12	21	5	-7	3	-4	x	9	x	-3
54	O=S(=O)(c1ccccc1)n1nc(-c2ccccc2)nc1NCc1ccco1	5	14	-7	-1	-10	-4	-2	-19	2
55	COc1ccc(CCn2ccc(O)c(Cc3ccc(Cl)cc3Cl)c2=O)cc1OC	-5	7	-11	-2	-1	44*	-17	-8	-1
56	CCOC(=O)Cc1csc(NS(=O)(=O)c2ccc(Br)cc2)n1	-7	x	-6	0	1	-6	-10	-7	2
57	CC1(C)OC(=O)C(=NNc2ccccc2[N+](=O)[O-])C(=O)O1	2	3	3	2	6	15	5	-19	-2
58	O=C(c1ccc(Cl)c(S(=O)(=O)N2CCc3ccccc3C2)c1)N1CCN(c2ccccc2)CC1	9	18	-1	-1	4	-2	-6	-6	-3
59	O=C(NCc1cccs1)c1cc2c(s1)CS(=O)(=O)C2	3	14	-41	-1	6	-2	-1	-5	7
60	CCC(=O)Nc1cccc(NC(=O)c2ccc3c(c2)OCCO3)c1	-3	8	-18	x	x	-6	-1	6	1
61	COc1cccc(/C=C/C(=O)Nc2ccc3c(c2)OCCO3)c1	-8	9	-20	3	-2	18	0	-16	2
62	COc1ccc(CNC(=O)C(C)OC(=O)C23CC4CC(CC(O)(C4)C2)C3)cc1 (stereo not drawn)	8	12	-9	0	0	19	-1[fluorescence artefact?]	1	2[fluorescence artefact?]
63	Cc1cc(OCC(=O)N(Cc2ccco2)C2CCS(=O)(=O)C2)ccc1Cl (stereo not drawn)	1	7	0	1	-2	21	1	-15	1
64	CC(=O)Nc1cccc(CNCc2cccc(NC(C)=O)c2)c1	1	6	0	3	4	-1	-8	-8	-1
65	CCc1ccccc1N1CC23C=CC(O2)C(C(=O)OC)C3C1=O (stereo not drawn)	8	19	30	-2	1	-5	-2[fluorescence artefact?]	-89	2
66	COc1ccccc1CN1CCNC(=O)C1CC(=O)NCCC1=CCCCC1 (stereo not drawn)	2	10	x	-1	7	8	-17	-17	-3
67	Cc1nn(C)cc1NC(=O)c1cc2nc(-c3ccco3)cc(C(F)(F)F)n2n1	-4	10	-13	0	2	1	-11	-5	-1
68	CCCNC(=S)Nc1ccc(Cl)cc1Cl	5	14	0	-1	6	x	-15	-11	3[fluorescence artefact?]
69	COc1cc(SC)ccc1C(=O)Nc1c(C)cccc1C	-2	10	1	2	0	x	-6	-5	-1

In a second layout: results already given
item	FXIa inh	FXIIa inh 1536	KLK5 inh	Wee1 degr inh	p97 inhibitor	Rad51 HR inh	14-3-3 Bad PPI	Mdm2 ligase inh	eIF4E-4G inh	Molecule
58	9	18	-1	-1	4	-2	-6	-6	-3	O=C(c1ccc(Cl)c(S(=O)(=O)N2CCc3ccccc3C2)c1)N1CCN(c2ccccc2)CC1
59	3	14	-41	-1	6	-2	-1	-5	7	O=C(NCc1cccs1)c1cc2c(s1)CS(=O)(=O)C2
